OXTR potentiator – human OXTR potentiators, primary screen, fluorescence, CHO-OTR cells, Fluo-8 calcium. activation, % at 3 µM. AID 2445, 2010. 320,000 compounds, 0.061% hits. Fluo-8 calcium fluorescence, potentiator mode; 0% = oxytocin EC15, 100% = EC100;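 active = activation above that plate's cutoff, the mean activation of tested compounds plus 3 SD, cut at about 6.6% in these data, passing the limit was not always enough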;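 also: 100% uses oxytocin at 75 nM as the full agonist control; some results filed as inactive read as strong as hits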
Target sequence (P30559 whole entry, looked up): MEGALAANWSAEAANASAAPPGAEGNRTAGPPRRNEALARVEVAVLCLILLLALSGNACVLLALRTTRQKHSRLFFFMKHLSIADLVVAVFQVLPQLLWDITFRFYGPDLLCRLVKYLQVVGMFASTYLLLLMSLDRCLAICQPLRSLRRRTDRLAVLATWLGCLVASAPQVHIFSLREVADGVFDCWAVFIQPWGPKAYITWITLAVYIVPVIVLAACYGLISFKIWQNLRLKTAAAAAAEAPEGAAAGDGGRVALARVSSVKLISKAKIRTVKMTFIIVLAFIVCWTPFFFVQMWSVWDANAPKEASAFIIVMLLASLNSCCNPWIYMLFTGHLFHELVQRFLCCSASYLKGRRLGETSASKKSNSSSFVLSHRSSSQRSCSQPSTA
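Material: human OTR in CHO cells. Compound: 3.0 µM, one dose. Timing: compound 6 min at room temperature before oxytocin, 100 s read. Evaluation: % activation of max/min ratio relative to oxytocin controls. Replication: single well per compound, singlicate. Signal: Fluo-8 calcium dye fluorescence.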
CHO-K1 Ca antag – nonselective inhibitor or artifact in parental CHO-K1 cells. ATP-induced calcium, Fluo-8 fluorescence. inhibition, % at 3 µM. 360,000 compounds, 0.6% hits. AID 602250;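 active = inhibition above a per-plate cutoff, the plate's mean sample inhibition plus 3 SD, cut at about 24% in these data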;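 also: 0% = DMSO plus EC80 ATP and 100% = DMSO alone without ATP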
CHRM1 agonist – human M1 muscarinic receptor agonists, primary screen, Fluo-8 calcium fluorescence, CHO-K1 cells, HTS; Muscarinic acetylcholine receptor M1 (Homo sapiens), P11229; CHO-K1 hM1, agonist mode; 0% DMSO, 100% acetylcholine EC100; activation, % at 3 µM; 360,000 compounds, 0.33% hits; AID 588814, 2011;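 active = activation above the run's mean compound activation plus 3 SD, cut at about 16% in these data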;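 also: peak over basal fluorescence ratio within a 140 s kinetic read after compound addition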
Target sequence (P11229 whole entry, looked up): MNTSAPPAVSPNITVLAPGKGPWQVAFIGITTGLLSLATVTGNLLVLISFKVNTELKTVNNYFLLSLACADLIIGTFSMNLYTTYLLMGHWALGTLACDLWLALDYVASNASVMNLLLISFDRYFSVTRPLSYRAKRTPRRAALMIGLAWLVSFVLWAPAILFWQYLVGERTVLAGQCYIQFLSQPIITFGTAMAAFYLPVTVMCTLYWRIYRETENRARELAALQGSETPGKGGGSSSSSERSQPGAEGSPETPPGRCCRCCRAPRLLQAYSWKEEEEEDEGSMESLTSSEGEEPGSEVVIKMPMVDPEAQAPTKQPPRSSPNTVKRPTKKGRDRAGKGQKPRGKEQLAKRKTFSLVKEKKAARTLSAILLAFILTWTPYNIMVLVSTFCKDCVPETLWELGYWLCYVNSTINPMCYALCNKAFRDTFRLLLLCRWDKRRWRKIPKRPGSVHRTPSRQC
CHO-K1 Ca ag – counter-screen for M1 agonists: effect in parental CHO-K1 cells; Fluo-8 calcium fluorescence; scaled to maximal ATP response, vehicle zero; activation, % at 3 µM; 360,000 compounds, 0.48% hits; AID 602248, 2012; in the data active = activation above about 15%;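 also: untransfected CHO-K1 host cells lacking M1 receptor as counterscreen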
CHO parental Ca – ATP-evoked calcium signal inhibitors, parental CHO, primary screen, counter-screen for OX1R antagonist project, cell-based, fluorescence, Fluo-8 calcium dye; parental CHO-K1, ATP-induced calcium, Fluo-8 fluorescence; 330,000 compounds, 0.63% hits; inhibition, % at 5.6 µM; AID 463079, 2010;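 active = inhibition above that plate's mean sample inhibition plus 3 SD, cut at about 26% in these data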;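 also: 0% = ATP-challenged DMSO wells and 100% = DMSO wells without ATP; some compounds past the cut are filed as inactive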
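Test system: untransfected parental CHO cell line; also added: ATP stimulus; dosing: 5.6 µM, single dose; signal: calcium-sensitive Fluo-8 fluorescence; measure: percent inhibition of ATP-evoked calcium rise, normalized to controls; benchmarks: low control ATP plus DMSO, high control DMSO only; replication: one well per compound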
CHRM4 antagonist – human M4 muscarinic receptor antagonists, primary screen, CHO cells, Fluo-8 calcium fluorescence; Muscarinic acetylcholine receptor M4 (Homo sapiens), P08173; inhibition, % at 3 µM; AID 624125, 2012; CHO-hM4 cells, ACh EC80; 360,000 compounds, 0.73% hits;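 active = inhibition above its plate's cutoff, the mean inhibition of sample wells plus 3 SD, cut at about 27% in these data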;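 also: 0% = acetylcholine EC80 with DMSO and 100% = DMSO without agonist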
M4 ag – human M4 muscarinic receptor agonists, primary screen, CHO-K1 cells, Fluo-8 calcium fluorescence. 360,000 compounds, 0.14% hits. activation, % at 3 µM. CHO-K1 hM4/Gqi5; vehicle 0%, full acetylcholine response 100%;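 active = activation above the run mean over all test wells plus 3 SD, cut at about 32% in these data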;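 also: peak over basal fluorescence ratio per well then scaled between controls; 0% = DMSO wells and 100% = acetylcholine at EC100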
M1 PAM – human M1 muscarinic receptor positive allosteric modulators, primary screen, CHO-K1 cells, Fluo-8 calcium fluorescence, 1536-well | CHO-K1 hM1, ACh EC20; 0% = ACh EC20, 100% = maximal ACh | activation, % at 3 µM | Muscarinic acetylcholine receptor M1 (Homo sapiens), P11229 | 360,000 compounds, 0.088% hits; in the data active = activation above about 19%, passing the limit was not always enough
M1 antag – human M1 muscarinic receptor antagonists, primary screen, CHO-K1 cells, Fluo-8 calcium fluorescence, 1536-well; Muscarinic acetylcholine receptor M1 (Homo sapiens), P11229; CHO-K1 hM1, ACh EC80 antagonist; inhibition, % at 3 µM; 360,000 compounds, 1.3% hits;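 active = percent inhibition above its own plate's cutoff, namely the mean of that plate's compound wells plus 3 SD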;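 also: peak over basal fluorescence ratio during 140 s after agonist addition; 0% = ACh EC80 plus DMSO and 100% = DMSO alone without agonist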
* marks the source's active call; other numbers are inactive results; x = not tested or not shown.

SMILES | OXTR potentiator | CHO-K1 Ca antag | CHRM1 agonist | CHO-K1 Ca ag | CHO parental Ca | CHRM4 antagonist | M4 ag | M1 PAM | M1 antag
Cc1c(C(=O)N2CCOCC2)[nH]c2c1C(=O)CC(c1ccccc1Cl)C2 (stereo not given) | -4 | -14 | -5 | 1.9 | -10 | -3 | 2 | -1 | -6
CCC(C)NC(=O)[C@@H]1CSC2c3ccccc3C(=O)N21 (stereo not given in full) | 1 | -1 | -5 | 2.9 | -12 | 9 | 0 | 5 | -1
CC1CCN(C(=O)CN2C(=O)NC3(CCC(C)CC3)C2=O)CC1 (stereo not given) | 1 | -21 | -2 | 2.2 | -7 | -11 | 2 | 9 | -6
Cc1nn(C)c(C)c1NC(=S)Nc1ccc(S(=O)(=O)Nc2ncccn2)cc1 | -7 | 3 | -2 | 0.1 | 5 | 0 | 1 | 0 | 3
O=C(CCCc1cccs1)Nc1nc(-c2ccc(F)cc2)cs1 | -14 | -3 | -8 | 4.4 | -13 | 1 | 7 | -19 | 18
Cn1c(=O)oc2cc(S(=O)(=O)N3CCC(C(=O)N4CCc5ccccc5C4)CC3)ccc21 | 2 | -2 | -3 | 0.2 | 1 | -22 | 0 | 4 | -10
Cc1cc(NC(=O)CSc2nnc(-c3cccc(Cl)c3)o2)no1 | -5 | 12 | 0 | 0.8 | 0 | 10 | 2 | 4 | -3
COc1ccc(CNC(=O)CCn2c(=O)oc3ccccc32)c(OC)c1 | 1 | -5 | -5 | 0.8 | -7 | 4 | 1 | -2 | 2
CCCS(=O)(=O)NC(=O)C1(C)CCN(C(=O)Cc2ccc(F)cc2)C1 (stereo not given) | x | 19 | 1 | -0.1 | x | 1 | 0 | 9 | -17
Cc1cc(C(=O)Nc2cccc(C)c2C)c2ccccc2n1 | -3 | -6 | -6 | 0.6 | -14 | -5 | 2 | 2 | -7
COc1ccccc1-c1nnc(SCc2nc3ccccc3[nH]2)n1C | 0 | 4 | -7 | 3.2 | -14 | 1 | 1 | -5 | 10
Cc1nc(N2CCOCC2)c2c(C)c(C(=O)Nc3ccccc3C(F)(F)F)sc2n1 | -3 | -6 | -4 | 1.8 | -9 | 5 | 4 | -1 | -4
O=C(CSc1ccc(-c2ccccn2)nn1)NC1CCCC1 | -14 | 3 | -5 | -0.1 | -16 | 10 | 1 | 3 | -2
O=C(CCC(=O)N1CCOCC1)Nc1nnc(C2CCCCC2)s1 | -3 | -6 | -1 | 0.0 | -11 | 3 | 0 | 4 | 1
COc1ccc(N(CC(=O)NCc2cccs2)S(=O)(=O)c2ccc(F)cc2)cc1 | -8 | -8 | -4 | 1.1 | -20 | 4 | 5 | -2 | 7
CN(C)/C=N/c1cc(=O)[nH]c(=O)n1Cc1ccccc1 | -1 | 5 | -3 | 1.2 | 3 | -5 | 0 | 4 | 1
Cc1oc(-c2ccc(Cl)cc2)cc1C(=O)/C(C#N)=C/Nc1cccc(OC(F)(F)F)c1 | -5 | -2 | -3 | 0.4 | -8 | 10 | 0 | 2 | 2
CN(CCC#N)C(=O)CSc1nnc(-c2c[nH]c3ccccc23)o1 | 3 | -8 | -5 | 2.4 | -8 | 13 | 1 | 5 | -6
S=c1[nH]nc(-c2cccnc2)n1/N=C/C=C/c1ccccc1 | -12 | 5 | -7 | 0.0 | -7 | -3 | 1 | 2 | -9
Cc1ccc(C(=O)NC(C)c2ccc(-n3ccnc3)cc2)cc1 (stereo not given) | -6 | 14 | 4 | 0.9 | 5 | 1 | 0 | 16 | 0
O=C1c2ccccc2C(c2nnnn2-c2ccc3c(c2)OCCO3)N1CCCN1CCOCC1 (stereo not given) | x | -9 | x | 2.1 | x | -5 | 1 | x | x
CC(C)(C)OC(=O)C(Cl)(C(=O)OC(C)(C)C)c1ccc2nnnn2n1 | x | -8 | -3 | -0.2 | x | 2 | 1 | 8 | 4
COc1cccc(NC(=O)OCCN2CCN(Cc3ccccc3)CCC2=O)c1 | -3 | -7 | -3 | 0.7 | -16 | 1 | 4 | -3 | 12
Cn1cc(S(=O)(=O)Nc2ccc(Cl)cc2Cl)c(=O)n(C)c1=O | 0 | -6 | -1 | 0.6 | -7 | -16 | 1 | 9 | -13
CCN(c1ccccc1)S(=O)(=O)c1cc([N+](=O)[O-])ccc1N | 1 | -1 | -9 | 0.9 | -21 | -2 | 3 | 9 | -5
O=C(Nc1ccccc1-c1ccccc1)c1ccc(Br)o1 | -6 | 3 | -3 | 1.0 | -39 | -16 | -2 | 5 | -13
O=C(CSc1cc(Cl)ccc1Cl)NCC(=O)Nc1ccc(F)c(F)c1F | -6 | 6 | 0 | 15* | -10 | 9 | 3 | 4 | -5
Cc1ccccc1N1CCN(C(=O)CN2C(=O)c3ccccc3C2=O)CC1 | -2 | -14 | -2 | 3.4 | -11 | 12 | 4 | 5 | 2
Cc1csc(N2CCN(c3cc4nc(-c5ccncc5)[nH]c4cc3Cl)CC2)n1 | -3 | -6 | -5 | -0.3 | -19 | 13 | 4 | -8 | 17
COC(=O)c1ccc(Nc2c([N+](=O)[O-])c(=O)oc3ccccc23)cc1 | -6 | 0 | 4 | 6.8 | -4 | 1 | 7 | 2 | -1
Cc1ccc(C)c(C(=O)CCC(=O)NNC(=O)c2cccs2)c1 | -3 | -14 | -1 | 1.1 | -1 | -6 | 1 | 11 | -18
Cc1ccc(S(=O)(=O)N2CCCNCC2)cc1 | -1 | -12 | -9 | 1.1 | -15 | 4 | -1 | -3 | -4
CC(Sc1nnc(CC(=O)Nc2ccccc2F)n1C)C(=O)Nc1nccs1 (stereo not given) | 2 | -6 | -2 | 0.9 | 1 | 3 | 1 | 12 | -12
CCCCNc1ncnc2c1nnn2Cc1ccccc1Cl | -11 | -10 | -2 | 0.1 | -3 | -10 | 0 | 8 | -14
Cc1c(C(=O)NCCc2ccccc2)oc2ccc(S(=O)(=O)N3CCOCC3)cc12 | -8 | -9 | 3 | 6.2 | 5 | 9 | 12 | 0 | 7
C=CCC[C@@H](Cc1ccc(F)cc1)C(=O)O[C@H](CNC(=O)[C@@H](CC=C)CC(=O)N[C@H](CO)Cc1ccccc1)c1ccccc1 | -10 | 0 | -3 | -0.3 | -18 | -3 | 7 | -1 | 2
COC(=O)c1cnn(-c2ccccc2)c1/C=N/NC(=S)Nc1ccc(Cl)cc1 | -7 | -5 | -2 | 1.0 | -15 | -3 | 1 | 12 | -19
N#Cc1c(N2CCCC(O)C2)nc(N)c2c(N)nc3c(c12)CC(=O)N3C12CC3CC(CC(C3)C1)C2 (stereo not given) | -23 | -17 | -1 | 0.9 | -3 | -3 | 3 | 4 | -3
CCc1ccccc1NC(=S)NCc1ccc2c(c1)OCO2 | -7 | -8 | -8 | 0.8 | 0 | 6 | 0 | -1 | 3
CCN1/C(=C/c2ccc3cc(C)ccc3[n+]2CC)Sc2cc(C)ccc21 | x | 43* | 26* | 22* | x | 17 | 11 | -18 | 67*
O=C(CN1CCOCC1)N/N=C/c1ccco1 | -10 | -11 | -6 | 0.3 | -8 | 13 | 0 | 0 | -5
COc1ccc(OC)c(/C=N/NC(=O)c2ccc[n+](CC(=O)c3ccccc3)c2)c1 | 2 | -3 | -5 | 0.4 | -15 | -6 | 3 | 16 | -20
CCN1C(=O)[C@H]2[C@@H](c3ccc(-c4ccc(OC)cc4)c(OC)c3)N[C@@](Cc3ccccc3)(C(=O)OC)[C@H]2C1=O | -2 | -11 | 3 | 0.1 | -10 | 3 | 1 | 13 | -11
Cc1sc2nc(CSC(C)C(=O)Nc3ccc(C(N)=O)cc3)[nH]c(=O)c2c1C (stereo not given) | 2 | -7 | -3 | 2.0 | -10 | -6 | 2 | 2 | -5
CCOC(=O)c1cc(C(C)C)sc1NC(=O)COC(=O)CCS(=O)(=O)c1ccccc1 | -4 | -7 | -4 | 1.6 | -5 | 1 | -1 | 12 | -3
COc1ccc(Cn2c(=O)[nH]c3cc(C(=O)N4CCN(c5ccccc5F)CC4)ccc3c2=O)cc1 | 0 | 12 | -3 | 0.0 | -23 | 15 | 1 | 4 | -4
O=C(Nc1ccncc1)c1cc(-c2ccccc2)nc2ccccc12 | x | 4 | -2 | 1.4 | x | -10 | 3 | 4 | -18
CC(/C=N/N1CCN(c2ccccn2)CC1)=C\c1ccccc1 | -9 | -15 | -5 | 0.9 | -21 | 11 | 1 | 3 | 8
O=C(COC(=O)c1ccc(S(=O)(=O)N2CCCC2)cc1)NCc1ccc(Cl)cc1 | -7 | 7 | -5 | -0.3 | -8 | -2 | 2 | 4 | -6
COCCOC(=O)C(CC(=O)O)NCc1ccco1 (stereo not given) | 10 | -7 | -3 | 0.6 | -5 | 6 | 0 | 1 | 5
Cc1ccc(-c2nnc(OCC3CCCO3)c3ccccc23)cc1 (stereo not given) | -4 | 9 | -4 | -0.7 | 1 | 2 | 1 | 19 | -21
N#CC(c1ccc(=O)[nH]n1)c1ccc(Cl)cc1Cl (stereo not given) | -2 | -4 | -6 | 1.6 | -8 | -10 | 1 | 10 | -15
Cc1ccc(C(=O)NNC(=O)c2cccc(C)c2)cc1 | -2 | -3 | -2 | 0.4 | 5 | 2 | 1 | 7 | -11
Cc1cc2n(n1)C(c1ccc(N(C)C)cc1)Nc1ccccc1-2 (stereo not given) | -6 | -11 | -7 | 1.0 | -20 | 1 | -1 | -2 | -1
COc1ccc(-c2cnc3nc[nH]c(=O)c3n2)cc1 | -13 | -12 | -1 | -0.1 | 8 | -12 | 0 | 5 | -26
CCN(CC(=O)NC1CCS(=O)(=O)C1)C(=O)C(c1ccccc1)c1ccccc1 (stereo not given) | -12 | -7 | -2 | 1.7 | -1 | 0 | 1 | 6 | 4

Three compounds already listed, sorted by the number in CHRM1 agonist, lowest first:
SMILES,OXTR potentiator,CHRM1 agonist,CHRM4 antagonist,M4 ag,M1 PAM,M1 antag
O=C(CN1CCOCC1)N/N=C/c1ccco1,-10,-6,13,0,0,-5
COCCOC(=O)C(CC(=O)O)NCc1ccco1 (stereo not given),10,-3,6,0,1,5
COc1ccc(-c2cnc3nc[nH]c(=O)c3n2)cc1,-13,-1,-12,0,5,-26

High-throughput results as filed in PubChem.
